# DYRK1A inh: blocks rat Dyrk1A kinase activity. inhibition, % at 12.5 µM. 0.43% of 310,000 active. ADP-Glo luminescence, NFATc1 peptide; in the data active = inhibition above about 50%;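 note: plate controls were vehicle with enzyme for no effect and no enzyme for full effect; many of its hits are not listed in these tables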
# KCNK3 block: human KCNK3 channel inhibition, primary screen; CHO-KCNK3 thallium flux, FluxOR fluorescence; hits give low values; 0.84% of 340,000 active; B-score at 10 µM;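 active = B-score under library mean minus 4 SD, starting fluorescence ratio at most library mean plus 5 SD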;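 note: more negative B-score means stronger inhibition of thallium flux through KCNK3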
# KCNK9 block: inhibitors of human KCNK9 two-pore domain potassium channel | HEK293 KCNK9, FluxOR thallium flux fluorescence; hits give low values | B-score at 10 µM | 1.2% of 310,000 active;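 active = ratio B-score over 3 SD below the library mean, with starting fluorescence within 5 SD of its mean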;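 note: negative B-score means less thallium flux so channel inhibition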
# KCNQ1 act: human KCNQ1 channel potentiation or activation | P51787 | CHO-K1 KCNQ1, thallium flux FluxOR fluorescence; hits give high values | B-score at 10 µM | 0.35% of 310,000 active | AID 2648;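 active = fluorescence ratio B-score, a plate-corrected score, at least three library SD, with initial intensity B-score within 5 SD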
# Target sequence (P51787 whole entry, looked up): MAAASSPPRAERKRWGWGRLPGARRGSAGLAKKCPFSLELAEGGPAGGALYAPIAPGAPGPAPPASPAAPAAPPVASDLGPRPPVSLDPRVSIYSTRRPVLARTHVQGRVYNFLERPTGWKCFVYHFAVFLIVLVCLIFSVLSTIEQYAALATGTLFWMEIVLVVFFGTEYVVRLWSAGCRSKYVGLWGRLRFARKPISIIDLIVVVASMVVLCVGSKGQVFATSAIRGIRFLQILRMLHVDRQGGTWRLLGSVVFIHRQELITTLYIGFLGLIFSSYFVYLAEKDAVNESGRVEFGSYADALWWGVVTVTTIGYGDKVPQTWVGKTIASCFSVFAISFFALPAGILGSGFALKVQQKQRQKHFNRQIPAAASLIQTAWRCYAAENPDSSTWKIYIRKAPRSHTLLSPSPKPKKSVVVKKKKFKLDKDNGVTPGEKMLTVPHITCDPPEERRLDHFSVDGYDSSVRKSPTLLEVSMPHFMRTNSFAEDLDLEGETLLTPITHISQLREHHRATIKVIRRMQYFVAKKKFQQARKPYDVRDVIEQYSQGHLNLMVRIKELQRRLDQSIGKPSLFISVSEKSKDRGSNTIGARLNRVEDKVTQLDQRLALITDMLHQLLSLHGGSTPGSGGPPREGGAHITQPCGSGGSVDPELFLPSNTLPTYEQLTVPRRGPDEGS
#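 assay system = KCNQ1-transfected CHO-K1 cells | medium = assay buffer with matched DMSO | probe or stimulus = depolarizing K+/Tl+ stimulus, K2SO4 and Tl2SO4 each 12.5 mM in 5x stock | dosing = single dose | incubation = dye 90 min, compound 20 min, room temperature | detection = kinetic FluxOR fluorescence, 10 s baseline plus 110 s post-stimulus | evaluation = ratio B score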
# HDAC3 inh: inhibitors of human histone deacetylase 3; recombinant HDAC3, fluorogenic peptide/trypsin coupled, fluorescence; 0.15% of 320,000 active; inhibition, % at 8.3 µM; in the data active = inhibition above about 26%, passing the limit was not always enough; inconclusive = no clear call, values can overlap the other calls
# Target sequence (O15379 whole entry, looked up): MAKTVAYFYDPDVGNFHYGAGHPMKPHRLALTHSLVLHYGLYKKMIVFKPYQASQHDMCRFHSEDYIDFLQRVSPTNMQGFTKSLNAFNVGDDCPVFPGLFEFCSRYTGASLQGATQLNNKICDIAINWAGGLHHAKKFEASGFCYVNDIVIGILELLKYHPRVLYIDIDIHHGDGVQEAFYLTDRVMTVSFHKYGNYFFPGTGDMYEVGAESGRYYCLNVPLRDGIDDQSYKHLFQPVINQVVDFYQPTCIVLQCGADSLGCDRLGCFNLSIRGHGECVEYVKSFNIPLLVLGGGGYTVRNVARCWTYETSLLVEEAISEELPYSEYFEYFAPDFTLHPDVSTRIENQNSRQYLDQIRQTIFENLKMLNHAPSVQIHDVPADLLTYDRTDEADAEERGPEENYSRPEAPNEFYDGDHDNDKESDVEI
# KCNQ1 block: human KCNQ1 channel inhibition; CHO-K1 KCNQ1, FluxOR thallium flux fluorescence; hits give high values; B-score at 10 µM; 1.3% of 310,000 active; AID 2642;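 active = compounds whose thallium flux B-score, printed positive for inhibition, exceeds three library SD while starting fluorescence stays within three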;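 note: channel opened by potassium depolarization with thallium stimulus after 20 min compound exposure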
# ANO1 block: inhibitors of mouse TMEM16A calcium-activated chloride channel. 1.2% of 310,000 active. normalized B-score (activity score, 25-100; higher = stronger inhibition) at 10 µM. HEK293 TMEM16A/YFP iodide influx fluorescence, ionomycin;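 active = ratio plate-corrected score three or more library SD toward inhibition, starting fluorescence score within five deviations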;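 note: score derived from kinetic fluorescence span divided by baseline fluorescence per well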
# TMEM16A act: activators or potentiators of mouse TMEM16A chloride channel | Q8BHY3 | B-score at 10 µM | 0.3% of 340,000 active | HEK293 TMEM16A/YFP-H148Q/I152L, iodide quench fluorescence; hits give low values;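 active = fluorescence-ratio B-score plate-corrected deviation score at least 3 library SD below zero, with starting fluorescence score within 5 deviations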;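 note: channel opened by trigger with iodide after compound preincubation; score built on the fluorescence ratio of max minus min over baseline; more negative score means more quench and so TMEM16A activation or potentiation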
# hERG protect: compounds protecting human hERG from proarrhythmic drug block | activation (rescue from dofetilide block), less the hit threshold, % at 10 µM | CHO-hERG, FluxOR thallium flux, dofetilide IC70 present | 0.51% of 310,000 active;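 active = activation above the mean of controls blocked by dofetilide plus 5 SD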;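 note: thallium influx through hERG after potassium depolarization seen as dye fluorescence rise; in these data hits start at about 4.7%; inactives centre near -7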
# TRPC4 agonist: activators of mouse TRPC4 channel. Q9QUQ5. B-score at 10 µM. HEK293 TRPC4beta/mu-opioid, Fluo4 calcium fluorescence; hits give high values. 0.49% of 310,000 active. AID 2237;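 active = B-score above 5 SD of library B-scores, and initial fluorescence ratio not above library mean plus 5 SD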;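 note: positive B-score marks a calcium rise read as TRPC4 activation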
#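 Assay system: HEK293 cells stably co-expressing mouse TRPC4beta and mu-opioid receptor / Timing: Fluo4 dye loading 45 min at room temperature, 110 s recording / Signal: Fluo4 calcium-sensitive dye fluorescence, kinetic, 1 Hz baseline / Read-out: integrated baseline-normalised fluorescence ratio, converted to per-well B score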
# TRPC4 potent: TRPC4 (mouse) allosteric potentiation | HEK293 TRPC4beta/mu-opioid, DAMGO EC20, Fluo-4 Ca2+ flux; hits give high values | B-score at 10 µM | 0.42% of 310,000 active | AID 2227;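 active = B-score of calcium response area above 5 SD of library B-scores, with initial fluorescence ratio within 5 SD of library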;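 note: B-score of integrated fluorescence ratio over time as area under calcium response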
# Starred values were filed as active, the others as inactive; i = inactive; ? = inconclusive; . = no result given. Only part of the results is shown (hit frequency here may not be typical).
# Sequence of screens – DYRK1A inh | KCNK3 block | KCNK9 block | KCNQ1 act | HDAC3 inh | KCNQ1 block | ANO1 block | TMEM16A act | hERG protect | TRPC4 agonist | TRPC4 potent
1: CC(=O)Nc1ccc(S(=O)(=O)NNC(=O)c2ccc([N+](=O)[O-])cc2)cc1
    . | i | i | i | 3.4 | i | i | i | -3.7 | i | i
2: COc1cc2[nH]c(=O)n(CCCC(=O)NCCc3ccccc3)c(=O)c2cc1OC
    5.2 | i | i | i | 2.2 | i | i | i | -7.5 | i | i
3: CN1C(=O)C(O)(CC(=O)c2cccnc2)c2ccccc21 (configuration not stated)
    5.9 | i | i | i | 6.3 | i | i | i | -14.2 | i | i
4: O=S(=O)(NCCOc1ccccc1Cl)c1ccc2oc3ccccc3c2c1
    2.6 | i | i | i | 2.0 | i | i | . | -2.5 | i | i
5: COc1ccc(C(=O)Nc2cc3c(cc2OC)CCCC3)cc1Br
    0.9 | -12.6* | i | i | -2.5 | i | i | i | 2.6 | i | i
6: CCCCn1c(C(C)NC(=O)COC)nc2ccccc21 (configuration not stated)
    1.7 | i | i | i | 1.0 | i | i | i | -12.1 | i | i
7: COCCSc1ccccc1C(=O)Nc1cc(C)ccn1
    -10.4 | i | i | i | -3.2 | i | i | i | -2.4 | i | i
8: O=C(O)CC(C(=O)NC1CCCCC1)C1CCCO1 (configuration not stated)
    -3.1 | i | i | i | 5.9 | i | i | i | -2.4 | i | i
9: COc1ccc(Nc2ccnc(Nc3ccc(OC)cc3)n2)cc1
    11.2 | i | i | i | 2.4 | i | i | i | -12.8 | i | i
10: Cc1cc2nc(C3CCN(C(=S)NCC(C)C)CC3)[nH]c2cc1C
    8.7 | i | i | i | -12.1 | i | i | i | -8.4 | i | i
11: c1ccc(CCCCNCC2COc3ccccc3O2)cc1 (configuration not stated)
    -1.7 | i | i | i | -4.8 | i | i | i | -9.0 | i | i
12: CCOC(=O)n1c(=O)n(Cc2c(Cl)cccc2Cl)c2ccccc21
    -0.2 | i | i | i | -1.1 | i | i | i | -11.5 | i | i
13: CCCc1cc(=O)n2[nH]c(-c3cc(OC)c(OC)c(OC)c3)nc2n1
    3.4 | i | i | i | -8.2 | i | i | i | -9.3 | i | i
14: COc1cccc(-c2cc(C(=O)N3CCN(c4ccccc4OC)CC3)no2)c1
    -3.7 | i | i | i | 7.0 | i | i | i | -8.7 | i | i
15: Cc1cc(S(=O)(=O)N2CCOCC2)ccc1OCC(=O)NCc1ccco1
    -1.1 | i | i | i | -4.4 | i | i | i | 6.7* | i | i
16: Cc1ccc(NC(=O)CSc2nccn2C)cc1F
    1.1 | i | i | i | -0.4 | i | i | i | -3.6 | i | i
17: O=S(=O)(NC1CC1)c1ccc(S(=O)(=O)N2CCN3CCCC3C2)cc1 (configuration not stated)
    -2.2 | i | i | i | -5.3 | i | i | i | -6.5 | i | i
18: CCOC(=O)c1c(C)n(C)c2cc(Br)c(C)cc12
    -4.9 | i | i | i | 6.8 | i | i | i | -3.5 | i | i
19: O=C(Cc1ccccc1)Nc1c(C(=O)N2CCCCCC2)cnn1-c1ccccc1
    -3.6 | i | i | i | -0.9 | i | i | i | -10.6 | i | i
20: O=C(Nc1cccc(F)c1)C1CCCN(S(=O)(=O)c2cnc[nH]2)C1 (configuration not stated)
    2.0 | i | i | i | -14.5 | i | i | i | -5.3 | i | i

# More entries.
# Sequence of screens – DYRK1A inh | KCNK3 block | KCNK9 block | KCNQ1 act | HDAC3 inh | KCNQ1 block | ANO1 block | TMEM16A act | hERG protect | TRPC4 agonist | TRPC4 potent
21: CC(C)Cn1c2c(c(O)c(C(=O)Nc3nccs3)c1=O)CCCC2
    0.9 | i | -8.31* | i | 0.8 | 7* | i | i | -5.8 | i | i
22: O=C(COC(=O)CN1C(=O)C2CCCCC2C1=O)NNC(=O)c1ccc(Cl)cc1 (configuration not stated)
    6.5 | i | i | i | 3.4 | i | i | i | -17.2 | i | i
23: C#CCOCCOCCOCCNc1nc(N2CCN(C(=O)C([C@@H](C)CC)n3cc(C(N)CO)nn3)CC2)nc(N2CCN(C(=O)[C@H](CCC(=O)O)n3cc(C(N)[C@H](C)CC)nn3)CC2)n1 (some centres not stated)
    . | . | i | i | . | i | . | . | -4.2 | i | i
24: CCOc1ccccc1N(CC(=O)NC1CCCCC1)S(=O)(=O)c1ccc(C)cc1
    -3.0 | i | i | i | -1.7 | i | i | i | -11.8 | i | i
25: O=C(O)CCN1C(=O)C2C3C=CC(C3)C2C1=O (configuration not stated)
    -0.3 | i | i | i | 5.5 | i | i | i | -7.8 | i | i
26: Cc1ccccc1/C=C\c1nc2ccccc2c(=O)n1Cc1ccccc1
    3.7 | i | i | i | 3.4 | i | i | i | -10.0 | i | i
27: CCOC(=O)N1CCC(NC(=O)Cn2cccc2C(=O)c2ccccc2)CC1
    1.6 | i | i | i | 0.4 | i | i | i | -5.6 | i | i
28: CCCC(=O)NC(=S)Nc1ccc(NC(=O)C(C)C)c(OC)c1
    -0.5 | i | i | i | 5.9 | i | i | i | -9.9 | i | i
29: CC1(C)Cc2ccccc2-c2nnc(SCC(=O)N3CCc4ccccc43)n21
    6.0 | i | i | i | -1.4 | i | i | . | -11.9 | i | i
30: COc1c(C)cc(Br)cc1C(=O)Nc1ccc(Cc2ccncc2)cc1
    13.5 | -9.67* | i | i | 10.7 | i | 100* | i | -21.3 | i | i
31: COCCN(C(=O)COC(=O)c1oc2ccc(OC)cc2c1C)c1c(N)n(Cc2ccccc2)c(=O)[nH]c1=O
    5.7 | i | i | i | -8.7 | i | i | i | -10.0 | i | i
32: O=[N+]([O-])c1ccc(S(=O)(=O)N2CCN=C2SCc2cccnc2)cc1
    0.6 | i | i | i | -5.0 | i | i | i | -11.8 | i | i
33: Cc1cccc(NC(=O)c2cc(-c3cc(C)cc(C)c3O)n[nH]2)c1
    -8.3 | i | i | i | 8.9 | i | i | i | -1.9 | i | i
34: CCCNC(=O)c1nn2cc(Br)cnc2c1Br
    -2.5 | i | i | i | 6.9 | i | i | i | -7.6 | i | i
35: Cc1cc(C(=O)COC(=O)CNC(=O)c2ccc(Cl)c(Cl)c2)c(C)n1Cc1ccco1
    -2.5 | i | i | i | 10.3 | i | i | i | -5.2 | i | i
36: CC(CCc1ccccc1)NC(=O)CNC(=O)COc1ccccc1 (configuration not stated)
    . | i | i | i | -4.1 | i | i | i | -11.0 | i | i
37: COc1cc(S(=O)(=O)Nc2cc(C)cc(C)c2)ccc1F
    -3.0 | i | i | i | 23.2 | i | i | i | -9.9 | i | i
38: N#CCSc1nnc(Cc2cccs2)n1C1CCCCC1
    -4.8 | i | i | i | 9.8 | i | i | i | -5.6 | i | i
39: C(=N\Nc1nc2ccccc2s1)/c1cccs1
    . | i | i | i | 11.2 | i | i | i | -7.0 | i | i
40: Cc1cc(/C=C(\C#N)C(=O)NCCc2c[nH]c3ccccc23)c(C)n1C
    17.5 | i | i | i | 0.6 | i | i | i | -4.3 | i | i

# Some entries already given, showing only KCNK3 block, KCNK9 block and KCNQ1 block.
No.	smiles	KCNK3 block	KCNK9 block	KCNQ1 block
39	C(=N\Nc1nc2ccccc2s1)/c1cccs1	i	i	i
36	CC(CCc1ccccc1)NC(=O)CNC(=O)COc1ccccc1 (configuration not stated)	i	i	i

# The list continues:
41	CC(=O)c1ccc2oc3ccccc3c(=O)c2c1
42	BrC(=C\c1ccccc1)/C=N/N1CCN(Cc2ccccc2)CC1
43	COc1cccc(/C=C/C(=O)OCC(=O)NCCC2=CCCCC2)c1
44	O=c1c(Cc2ccc(F)cc2)c(O)ccn1CC1CCCO1 (configuration not stated)
45	NS(=O)(=O)c1ccc(CNC(=S)Nc2ccc(F)c(Cl)c2)cc1
46	O=C(CCC(=O)OCC(=O)c1ccc(Cl)cc1Cl)Nc1cccc2cccnc12
47	Cc1c(C)c2ccc(OC(C)C(=O)NCc3ccccn3)cc2oc1=O (configuration not stated)
48	Cc1ccc(NC(=S)N/N=C2/CCCc3c(C)cc(C)cc32)cc1
entry no.	41	42	43	44	45	46	47	48
DYRK1A inh	5.0	7.7	6.4	-0.1	-0.6	0.0	.	-2.9
KCNK3 block	i	i	i	i	i	i	i	i
KCNK9 block	i	i	i	i	i	i	i	i
KCNQ1 act	i	i	i	i	i	i	i	i
HDAC3 inh	-7.7	1.8	-6.6	.	?	4.6	-54.0	-1.5
KCNQ1 block	i	i	i	i	i	i	i	i
ANO1 block	i	i	i	i	i	i	i	i
TMEM16A act	i	i	i	i	i	i	i	i
hERG protect	-10.6	-6.6	-11.6	-3.4	3.1	-2.2	-4.5	0.2
TRPC4 agonist	i	i	i	i	i	i	i	i
TRPC4 potent	i	i	i	i	i	i	i	i

# Molecules shown so far containing bromine:
5	COc1ccc(C(=O)Nc2cc3c(cc2OC)CCCC3)cc1Br
18	CCOC(=O)c1c(C)n(C)c2cc(Br)c(C)cc12
30	COc1c(C)cc(Br)cc1C(=O)Nc1ccc(Cc2ccncc2)cc1
34	CCCNC(=O)c1nn2cc(Br)cnc2c1Br
42	BrC(=C\c1ccccc1)/C=N/N1CCN(Cc2ccccc2)CC1
entry no.	5	18	30	34	42
DYRK1A inh	0.9	-4.9	13.5	-2.5	7.7
KCNK3 block	-12.6*	i	-9.67*	i	i
KCNK9 block	i	i	i	i	i
KCNQ1 act	i	i	i	i	i
HDAC3 inh	-2.5	6.8	10.7	6.9	1.8
KCNQ1 block	i	i	i	i	i
ANO1 block	i	i	100*	i	i
TMEM16A act	i	i	i	i	i
hERG protect	2.6	-3.5	-21.3	-7.6	-6.6
TRPC4 agonist	i	i	i	i	i
TRPC4 potent	i	i	i	i	i

# Following part
49	COc1ccc(-c2nc(NC(=O)c3nc4nccc(C)n4n3)sc2C)cc1
50	Cc1ccc2nc(C)cc(C(=O)N3CCCC(CO)(Cc4ccccc4C)C3)c2c1 (configuration not stated)
51	CC(=O)c1ccccc1NC(=O)CC1(CC(=O)O)CCCCC1
52	CCOC(=O)N[C@H](Cc1c[nH]c2ccccc12)C(=O)NC1CC1
entry no.	49	50	51	52
DYRK1A inh	2.7	-3.3	9.6	.
KCNK3 block	i	i	i	i
KCNK9 block	i	i	i	i
KCNQ1 act	i	i	i	i
HDAC3 inh	1.1	?	-3.2	-2.8
KCNQ1 block	i	i	i	i
ANO1 block	i	i	i	i
TMEM16A act	i	i	i	i
hERG protect	-11.6	-12.6	-10.9	-4.2
TRPC4 agonist	i	i	i	i
TRPC4 potent	i	i	i	i

# Screening data (PubChem)
